Screening results as filed in PubChem BioAssay.
MMP13 fTHP cleavage: human MMP13 inhibition, fluorescence-interfering compounds – biochemical, possible fluorescent artifacts, delta fluorescence, confirmation (AID 734). MMP13 fTHP FRET cleavage, delta fluorescence 4 h; hits give high values. inhibition, %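 (each compound tested at 4 µM nominal in triplicate)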. 5,100 tested, under 10 active;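 active = inhibition above the mean inhibition over all tested compounds plus 3 SD, cut at about 75% in these data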;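 note: 0% = DMSO only wells and 100% = 8 µM reference MMP13 inhibitor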
* = called active by the depositor.

MMP13 fTHP cleavage | SMILES
10.1 | COc1cccc2[nH]c3c(N4CCC(C(N)=O)CC4)ncnc3c12
5.6 | C=CCc1cccc2cc(C(=O)NCc3cccnc3)c(=O)oc12
9.6 | CC(C)N1CCc2c(sc(N)c2C#N)C1
-0.4 | Cn1c(=O)c2c(nc(N3CCCCC3)n2CCCNC2=NCCCC2)n(C)c1=O
5.3 | CCOc1ccc(C2C=C(c3ccc(C)cc3)Nc3nnnn32)cc1 (configuration not stated)
0.9 | CC1(C)CC(=O)c2c(-c3cccs3)n[nH]c2C1
7.0 | CN(C1CCCCC1)S(=O)(=O)c1ccc(S(=O)(=O)N2CCN(CCC#N)CC2)cc1
-5.7 | CN1CCN(CCCNC(=O)c2ccc3c(c2)N(Cc2ccccc2)CCS3)CC1
1.7 | O=C(Nc1nc(-c2ccccc2)cs1)C1CCCN(S(=O)(=O)c2ccccc2)C1 (configuration not stated)
4.5 | Cc1nc2ccc(NC(=O)N3CCSCC3)cc2nc1C
0.0 | Cc1ccc(C2C3CN(C(C)C)CC=C3C(C#N)=C(N)C2(C#N)C#N)cc1 (configuration not stated)
0.6 | CSc1sc(C)cc1C1C(C#N)=C(N)N(c2cccnc2)C2=C1C(=O)CCC2 (configuration not stated)
4.2 | Cc1nc(-c2cnn(-c3ccccc3)c2)c2cc(C)oc2n1
9.6 | COc1ccc(Nc2oc(-c3ccccc3Cl)nc2C#N)cc1
5.7 | CC(=O)C1=C(O)C(=O)N(CC(=O)O)C1c1ccccc1Cl (configuration not stated)
8.9 | CCOc1cc(-c2nn3cnnc3s2)cc(OCC)c1OCC
3.0 | CCN(CC)CCOc1cc2c(nn1)Oc1ccccc1N2C
-4.5 | Cc1ccc(-c2cc(-c3ccccc3Cl)c(C#N)c(N)n2)o1
-21.7 | Cc1nn(-c2ccc(F)cc2)c2c1cc(C#N)c1nc3ccccc3n12
6.2 | Cc1cc(NC(=O)CCCS(=O)(=O)c2nc(-c3cccs3)cc(C(F)(F)F)n2)no1
5.0 | O=C(Nc1cccc2nsnc12)c1cccs1
-37.7 | Cc1cc2c(C)cc(=O)oc2c2c1NCCC2
0.3 | CCN1CCN(C(=O)c2cc3cc4cc(OC)ccc4nc3s2)CC1
5.0 | Oc1ccc(Br)cc1-c1nc2cnccn2c1NC1CCCC1
3.8 | COc1cc(-c2nnc(-c3ccncc3)o2)ccc1OCc1ccccc1
2.8 | CCN(CC)c1ccc2c(C)c(-c3ccc(N)cc3)c(=O)oc2c1
-2.8 | COc1ccc(S(=O)(=O)N2CCN(S(=O)(=O)c3ccc(C(F)(F)F)cc3)CC2)cc1C
11.9 | CCOc1cc2nc(-c3ccc(OC)c(OC)c3)nc(N3CCOCC3)c2cc1OC
4.9 | CCc1ccc(CNc2ccc(N3CCN(C(C)=O)CC3)cc2)cc1
6.8 | CC1CN(c2oc(-c3ccccc3Cl)nc2C#N)CC(C)O1 (configuration not stated)
-1.3 | CC(C)c1nc(N2CCOCC2)c(C#N)c2c1COC(C)(C)C2
-2.8 | COCC(=O)N(Cc1cc2cc(OC)ccc2[nH]c1=O)c1ccccc1OC
2.2 | COc1ccc2cc3cc(C(=O)NCCc4ccc(OC)c(OC)c4)oc3nc2c1
11.3 | O=C(Nc1ccc(-c2nc3ncccc3o2)cc1)c1ccco1
4.6 | CCOC(=O)N1CCC(Nc2ncnc3c2cnn3-c2ccccc2)CC1
7.5 | Cc1cc2n(n1)C(c1ccccc1Cl)Nc1ccccc1-2 (configuration not stated)
4.4 | COC(=O)c1ccc(=O)n(Cc2ccco2)c1
5.2 | COc1cc2cc(C(c3nnnn3C3CCCC3)N3CCc4ccccc43)c(=O)[nH]c2cc1OC (configuration not stated)
5.3 | N#Cc1ccc2ccn(CC(=O)NC3CCCCCC3)c2c1
8.4 | O=C(Cc1cc(=O)oc2cc(O)ccc12)NCC1CCC(C(=O)O)CC1 (configuration not stated)
6.7 | N#Cc1c(N2CCOCC2)nc(-c2ccco2)c2c1CCCC2
-5.6 | CCN(CC)CCCNc1oc(-c2cccc(Cl)c2)nc1C#N
7.2 | CCCCn1c(SCc2cccnc2)nc2c1c(=O)n(C)c(=O)n2C
13.8 | COc1ccc(-c2ccc(-c3noc(-c4ccccc4OC)n3)c(OC)n2)cc1
8.7 | CCOc1ccc2[nH]c(=O)c(C(c3nnnn3CC3CCCO3)N3CCc4ccccc4C3)cc2c1 (configuration not stated)
2.6 | C=CCSC1=C(C#N)C(c2ccccc2)CC(=O)N1 (configuration not stated)
1.7 | COc1ccc(C2CC(c3ccccc3C)n3nc(N)nc3N2)cc1 (configuration not stated)
3.0 | CN1CCc2cc3c(c4c2C1CC41CCC(=NO)CC1)OCO3 (configuration not stated)
6.5 | Cc1ccc2c(c1)-c1cc(C)nn1C(c1ccc3c(c1)OCO3)N2 (configuration not stated)
-7.6 | N#Cc1cc(C(=O)c2cc(Br)ccc2O)cn(C2CC2)c1=O
2.6 | COc1cccc(OC)c1-c1nn2c(-c3ccccc3Cl)nnc2s1
-1.9 | CCCCNC(=O)CCC(=O)Nc1ccc2nc(N3CCOCC3)cc(C)c2c1
4.3 | O=C(c1cc2nc(-c3ccco3)cc(C(F)(F)F)n2n1)N1CCc2ccccc2C1
6.1 | CCCC(C(=O)NC1CCCC1)N(CCCN1CCOCC1)C(=O)c1snc(C(N)=O)c1N (configuration not stated)
-105.6 | COC(=O)Cc1c(C)c2ccc(OC(=O)c3ccco3)cc2oc1=O
2.0 | CC1CCCC(C)N1CCCNC(=O)c1cc2c(=O)n(C)c3ccccc3c2n1C (configuration not stated)
4.2 | CC(=O)C(C)Oc1ccc2c3c(c(=O)oc2c1C)CCCC3 (configuration not stated)
-0.3 | CSc1nc2[nH]c3c(c2c2nnnn12)CCCC3
-3.0 | CCCOc1ccc2c(C)c(CC(=O)OC)c(=O)oc2c1
4.3 | CCc1ccc(C(=O)COC(=O)CNC(=O)c2ccco2)cc1

Next part:
MMP13 fTHP cleavage | SMILES
-7.8 | N#Cc1nc(-c2ccccc2F)oc1NCc1ccccc1
1.1 | CCOC(=O)COc1ccc2c3c(c(=O)oc2c1C)CCC3
-14.4 | COc1ccccc1-n1c(N)c(C(=O)NCC2CCCO2)c2nc3ccccc3nc21 (configuration not stated)
1.7 | CN1CCCN(C(=O)Cc2c(Cl)cccc2Cl)c2nc3ccccc3nc21
-1.7 | CCCn1c(-c2ccc(OC)cc2)nc2ccccc21
-1.4 | CCOC(=O)c1[nH]c(=O)c2ccccc2c1O
3.1 | Cc1cc(N2CCN(c3ccccc3F)CC2)nc2cc(O)ccc12
3.0 | O=C(CCCn1c(=O)[nH]c2cc(Cl)ccc2c1=O)NCC1CCCO1 (configuration not stated)
3.0 | O=C(Nc1nc(NC(=O)c2ccco2)n(-c2ccccc2)n1)c1ccccc1
-4.2 | Cc1cc2c(c(N)n1)c(=O)oc1ccccc12
-108.5 | C=CCn1c(=N)c(C(=O)NCCCOC)cc2c(=O)n3cc(C)ccc3nc21
8.6 | COc1cc2c(cc1OC)C(c1cc3cc(OC)c(OC)cc3[nH]c1=O)N(C(=O)C1CC1)CC2 (configuration not stated)
2.0 | CCOC(=O)CCc1c(C)n(CC)c2cc(-c3ccccc3OC)nn2c1=O
4.0 | COCc1cc(C)n(CC(=O)NC(C)c2ccccc2)c(=O)c1C#N (configuration not stated)
2.9 | OCCN(CCO)c1ncnc2c1sc1nc(N3CCOCC3)c3c(c12)CCCC3
5.0 | Cc1cccc(-c2nc(CSCC(=O)N3CCN(Cc4ccc5c(c4)OCO5)CC3)c(C)o2)c1
5.3 | CCN1C(=O)c2ccccc2S(=O)c2ccc(C(=O)N3CCN(C(=O)c4ccco4)CC3)cc21 (configuration not stated)
-115.1 | CC1CN(c2oc(-c3cccs3)nc2C#N)CC(C)O1 (configuration not stated)
4.1 | CCCc1cc(=O)n2c(nc3ccccc32)[nH]1
2.6 | COc1ccc(C(=O)N2CCN(c3nc4cc(C)ccc4cc3C#N)CC2)c(OC)c1
5.6 | CCOC(=O)CCc1c(C)nc2cc(C3CCCN(C(=O)OC(C)(C)C)C3)[nH]n2c1=O (configuration not stated)
5.9 | O=C(CSC1=Nc2ccccc2C2=NC(CC(=O)NCc3ccco3)C(=O)N12)NCC1CCCO1 (configuration not stated)
3.1 | CN1CCc2c(C#N)c(N3CCCCC3)nc(NCc3ccccc3)c2C1
9.2 | CCOC(=O)c1sc(-c2ccc(OC)cc2)cc1N
2.3 | C=CCOc1ccc2c(c1)c(S(=O)(=O)c1ccc(C)cc1)cn2COC
2.5 | CC1C=CCC2C(=O)N(c3cccc(C(=O)N4CCN(c5ccc(F)cc5)CC4)c3)C(=O)C12 (configuration not stated)
7.6 | CCOc1ccc(C(=O)Nc2c(C(N)=O)oc3ccccc23)cc1
-69.0 | CCNc1nc(C)c2cc(Br)c(=O)n(CC)c2n1
4.1 | CCC(C(=O)NC1CCCCC1)N(CC1CCCO1)C(=O)CNS(=O)(=O)c1ccc(OC)cc1 (configuration not stated)
4.7 | Cc1nn(-c2ccccc2)c2sc(C(=O)NCCN3CCOCC3)cc12
1.4 | CCOC(=O)CCn1c2nc(C)cc(C)c2c(=O)n1-c1ccccc1
2.8 | O=C(NCCN1CCOCC1)N1CCOCC1
4.0 | O=C(c1cn(-c2ccccc2)nc1-c1ccncc1)N1CCCCC1
11.5 | CCOC(=O)Nc1nnc(-c2ccccc2OC)s1
2.7 | COC(=O)Nc1c(-c2ccccc2)nc2ccccn12
7.5 | CCOC(=O)N1CCN(C(=O)Nc2ccc3nc(-c4ccccn4)c(-c4ccccn4)nc3c2)CC1
-9.3 | CN(C)c1oc(-c2ccco2)nc1C#N
5.8 | CCC(c1nnnn1Cc1ccc(F)cc1)N(CCCO)Cc1cc2cc3c(cc2[nH]c1=O)OCO3 (configuration not stated)
3.1 | Cc1nonc1OCCn1nnnc1N
-2.8 | Cc1ccc2cc(C#N)c(N3CCCN(C(=O)C4CCCO4)CC3)nc2c1 (configuration not stated)

Of the compounds above, two have a COOH group:
MMP13 fTHP cleavage | SMILES
5.7 | CC(=O)C1=C(O)C(=O)N(CC(=O)O)C1c1ccccc1Cl (configuration not stated)
8.4 | O=C(Cc1cc(=O)oc2cc(O)ccc12)NCC1CCC(C(=O)O)CC1 (configuration not stated)

3 of the entries above in order of the MMP13 fTHP cleavage value, largest number first:
MMP13 fTHP cleavage | SMILES
8.6 | COc1cc2c(cc1OC)C(c1cc3cc(OC)c(OC)cc3[nH]c1=O)N(C(=O)C1CC1)CC2 (configuration not stated)
4.6 | CCOC(=O)N1CCC(Nc2ncnc3c2cnn3-c2ccccc2)CC1
0.6 | CSc1sc(C)cc1C1C(C#N)=C(N)N(c2cccnc2)C2=C1C(=O)CCC2 (configuration not stated)

The results go on:
MMP13 fTHP cleavage | SMILES
1.8 | CCCC(=O)Nc1nnc(-c2cccc(OCC)c2)s1
-12.9 | CCOC(=O)c1cc2c(=O)n3cccc(C)c3nc2n(Cc2ccco2)c1=NC(=O)c1cccnc1
1.1 | Cc1cc(=O)oc(C)c1C(=O)Nc1ccc2nsnc2c1
7.7 | O=C(COC(=O)CCc1ccc(S(=O)(=O)N2CCOCC2)cc1)Nc1ccc(Cl)cn1
-11.7 | CCn1cc(C(=O)NCc2ccco2)c(=O)c2cc(F)c(N3CCN(C(=O)c4ccco4)CC3)cc21
8.1 | Cc1cc(N)n2ncc(-c3cccc(Br)c3)c2n1
-20.1 | Cc1ccc2nc(-c3ccc(S(=O)(=O)N4CCOCC4)cc3)cn2c1
2.9 | C=C(C)Cn1c(CNC(C)=O)nc2ccccc21
4.2 | Cc1ccccc1-c1nc(CN2CCC(C(=O)N3CCN(c4ccccn4)CC3)CC2)c(C)o1
3.3 | Clc1ccc(OCc2cn3cccnc3n2)c2ncccc12
0.3 | CCN1CCN(C(=O)c2cnn3c(C(F)F)cc(-c4ccc(C)cc4)nc23)CC1
0.6 | O=C1CCC(=O)N1c1cccc(-c2nc3ccccc3o2)c1
6.7 | COCCN1CC(O)=C(c2nc3ccccc3c(=O)[nH]2)C1=N
4.8 | CCN(CC)S(=O)(=O)c1ccc2c3c(cccc13)C(=O)N2
0.2 | c1ccc(CN2CCN(c3ncnc4c3[nH]c3ccccc34)CC2)cc1
4.1 | Cc1ccc(C(=O)OCC(=O)NCc2ccc3c(c2)OCO3)s1
3.4 | NC(=O)c1nn(-c2ccccc2)nc1N
-1.8 | COc1ccc2c(c1)C(=O)CC(c1ccccc1F)O2 (configuration not stated)
7.5 | Cc1cc(NCCCn2ccnc2)n2nc(-c3ccc(F)cc3)cc2n1
6.7 | Cc1ccc2cc(C#N)c(N3CCCC3)nc2c1C
-6.4 | Cn1nc(-c2ccc(Cl)cc2)c2cc(C(=O)NCCCN3CCOCC3)sc21
1.3 | Cc1nn(C)cc1CN(C)C(=O)c1cc2nc(-c3ccco3)cc(C(F)(F)F)n2n1
6.6 | O=C1C2C3C=CC(C3)C2C(=O)N1c1ccncc1 (configuration not stated)
6.6 | C=CCSc1nc2c(c(=O)[nH]c(=O)n2C)n1CC
3.3 | c1ccc(-c2cnnc(SCc3cn4cccnc4n3)n2)cc1
5.7 | Cc1cc(-c2ccc(F)cc2)nc2cc(C(N)=O)nn12
4.2 | c1ccc(-c2cc3c(-n4cccc4)ncnc3o2)cc1
2.9 | C[C@]12CC[C@@H]3c4ccc(O)cc4C(=O)C[C@H]3[C@@H]1CC[C@@H]2O
0.9 | COc1ccc(C2NC3=C(CCC3)C3(C#N)C4(N=C(N)C23C#N)OCCO4)cc1 (configuration not stated)
-5.5 | COc1cccc(CNC(=O)c2ccccc2N)c1
2.2 | Nc1nc2ccccc2nc1N
2.3 | O=C(O)c1ccc(-n2cccc2)cc1O

Looked up one by one from above (4):
MMP13 fTHP cleavage | SMILES
4.2 | c1ccc(-c2cc3c(-n4cccc4)ncnc3o2)cc1
6.6 | O=C1C2C3C=CC(C3)C2C(=O)N1c1ccncc1 (configuration not stated)
3.3 | c1ccc(-c2cnnc(SCc3cn4cccnc4n3)n2)cc1
-6.4 | Cn1nc(-c2ccc(Cl)cc2)c2cc(C(=O)NCCCN3CCOCC3)sc21

Only part of the results is shown; count on the stated rates, not on these rows.
